# BCR signal inh – qHTS Assay to Find Inhibitors of Chronic Active B-Cell Receptor Signaling; ABC-DLBCL IkBa-CBG/CBR reporter, luminescence ratio, 4 h; Potency, µM (top dose mostly 46.1 µM), without a hit: at the top dose ratio change, negative = lower green/red ratio, usual class: inhibitors; 0.05% of 340,000 active; AID 493014, 2011; active = well fitted inhibition curve with a large enough effect in the signal ratio, with a control signal flat, not every such curve was filed as active; inconclusive = small, poorly fitted or top-dose-only effect, or effect the other way, or a change in a side signal; the % refers to the signal ratio;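 note: potency is the fitted concentration of half-maximal effect; plate controls were basal doxycycline-induced cells for no effect and cells given 10 µM MG132 for full effect; MG132 reads +100%, hits lower the ratio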
#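 Compounds up to 46 uM were incubated four hours with TMD8 cells whose green CBG68 luciferase is fused to IkappaBalpha; red CBR luminescence normalised the signal, and concentration-effect curves were fitted to fusion, red and ratio data.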
# ELG1 repair inh – qHTS screen for small molecules that inhibit ELG1-dependent DNA repair in human embryonic kidney (HEK293T) cells expressing luciferase-tagged ELG1; HEK293T ELG1-luciferase reporter, luminescence, 16 h; DNA damage induced by 5-fluorouridine; Potency, µM (doses to about 46.1 µM), for inactives: top-dose activity change, negative = inhibition, most hits filed as inhibitors; 2.3% of 330,000 active; note: potency is the fitted concentration of half-maximal effect; % is set by controls: 0 for no effect and ±100 for the full control effect; nearly all actives have a fitted effect of over 55% in size
#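 Quantitative HTS, concentration-response format. 2,000 cells/well co-treated with 5-fluorouridine and compound, 16 hr in 5% CO2 at 37 °C; ONE-Glo luminescence read after 30 min.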
# TSHR antag – Antagonists of the Thyroid Stimulating Hormone Receptor: HTS campaign; Thyrotropin receptor (Homo sapiens), P16473; TSHR-expressing cells, TSH-stimulated cAMP HTRF, 2 h; stronger effect = lower value; activity change, negative = inhibition, % at 11.5 µM; 0.2% of 330,000 active; AID 504810, 2011;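 active = activity change below a set negative limit, meaning inhibition stronger than a set level, cut at about -70% in these data; inconclusive = activity change between two set negative limits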; note: % is set by controls: 0 for no effect and ±100 for the full control effect
#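 Read-out is FRET at 665 nm (cryptate excitation 337 nm) from a cryptate-tagged anti-cAMP antibody, competed by cell cAMP against cAMP-d2. Compounds are tested on freshly harvested TSHR cells challenged with 4nM TSH (EC80) for 2 hours at 37 deg C.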
# TCR activator – Activators of T cell receptors: qHTS campaign. primary human leukocytes, anti-CD3, IL-2 HTRF, 48 h. Potency, µM (highest dose often 9.22 µM), inactives show top-dose activation of IL-2 secretion, hits mostly activators. 330,000 tested, under 10 active; note: % of control where 0% means no effect
#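 48 hr co-incubation of compounds, a-CD3 beads and primary human leukocytes; IL-2 quantified homogeneously by HTRF with anti-IL-2 K and d2 conjugates.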
# USP2a inh – qHTS Assay for Inhibitors of Ubiquitin-specific Protease USP2a Using CHOP2 as the Reporter | Potency, µM (titrated, usually from 38.3 µM), for the others: at the top dose activity change, negative = inhibition, most hits filed as inhibitors | USP2 core, Ub-CHOP2 coupled fluorogenic reporter, 485/531 | 0.01% of 330,000 active;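 note: potency is the fitted concentration of half-maximal effect; plate controls were DMSO wells for no effect and full inhibition by NEM control for full effect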
# Target sequence (O75604 whole entry, looked up): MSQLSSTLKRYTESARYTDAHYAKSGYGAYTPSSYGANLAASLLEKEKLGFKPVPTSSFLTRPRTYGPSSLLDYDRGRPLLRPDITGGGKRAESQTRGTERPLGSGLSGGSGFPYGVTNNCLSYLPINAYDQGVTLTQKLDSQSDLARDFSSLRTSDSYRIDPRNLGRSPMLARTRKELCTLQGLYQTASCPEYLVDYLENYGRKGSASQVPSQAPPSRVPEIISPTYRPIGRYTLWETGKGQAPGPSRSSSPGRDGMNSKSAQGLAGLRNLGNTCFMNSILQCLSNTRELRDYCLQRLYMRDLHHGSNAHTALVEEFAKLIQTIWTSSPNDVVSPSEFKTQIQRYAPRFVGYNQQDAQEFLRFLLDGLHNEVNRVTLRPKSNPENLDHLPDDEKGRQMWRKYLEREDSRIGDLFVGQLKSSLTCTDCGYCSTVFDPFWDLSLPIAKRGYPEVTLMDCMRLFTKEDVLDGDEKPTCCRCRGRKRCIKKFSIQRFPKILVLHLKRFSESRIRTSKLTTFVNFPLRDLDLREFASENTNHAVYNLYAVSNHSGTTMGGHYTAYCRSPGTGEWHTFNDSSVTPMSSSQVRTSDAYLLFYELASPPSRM
#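 Cell-free coupled assay: 10nM USP2 core preincubated 30min RT with compound in Tris-HCl pH 8.0/CaCl2/CHAPS buffer, then 25nM Ub-CHOP2 and 25nM reporter substrate; fluorescence (Ex 485/Em 531) read after 60min RT, normalized to NEM inhibition, concentration-response curves fitted.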
# Tb PFK block – qHTS Assay to Find Inhibitors of T. brucei phosphofructokinase; T. brucei PFK, ADP-Glo luminescence; Potency, µM (series often up to 57.5 µM), for inactives: at the top dose activity, negative = inhibition, hits mostly inhibitors; ATP-dependent 6-phosphofructokinase (Trypanosoma brucei brucei), O15648; 0.17% of 330,000 active;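 note: potency is the fitted concentration of half-maximal effect; 0% = uninhibited 1x PFK enzyme wells and -100% = no-enzyme wells; nearly all actives have a fitted effect of over 60% in size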
#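 PFK 1.25 nM, F6P 0.5 mM, ATP 0.1 mM, 0.1 M TEA pH 8.0, 5 mM MgCl2, 0.01% Tween20, 0.1% BSA; 45 min RT. ADP-Glo readout. qHTS titration up to 57 uM; curves fitted, compounds curve-classed.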
# uPA generation – qHTS for Inhibitors of Cell Surface uPA Generation | AID 540303, 2011 | cell surface uPA generation assay, qHTS | Potency, µM (titrated, usually from 38.3 µM), for the others: top-dose activity change, negative = inhibition, most hits filed as inhibitors | 0.31% of 330,000 active; active = well fitted inhibition curve with a large enough effect; inconclusive = small, poorly fitted or top-dose-only effect; inactive = no such curve, though single readings can be large or run the other way; tested in mouse RAW 264.7 cells; note: potency is the fitted concentration of half-maximal effect; % is set by controls: 0 for no effect and ±100 for the full control effect; nearly all actives have a fitted effect of over 55% in size
# B2AR arrestin – qHTS assay of beta-arrestin-biased ligands of beta2-adrenergic receptor. AID 492947, 2010. 0.02% of 330,000 active. beta-arrestin recruitment to beta2AR, cell-based reporter. Potency, µM (titrated, usually from 46.1 µM), for the others: top-dose activation, hits mostly activators. Beta-2 adrenergic receptor (Homo sapiens), P07550;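 note: potency is the fitted concentration of half-maximal effect; 0% = DMSO controls and full agonism = EC100 isoproterenol or metaproterenol; nearly all actives have a fitted effect of over 65% in size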
# TSG101-PTAP inh – qHTS Assay for Iinhibitors of HIV-1 Budding by Blocking the Interaction of PTAP/TSG101; Potency, µM (highest dose often 115 µM), for the others: at the top dose activity change, negative = inhibition, actives largely listed as inhibitors; Tumor susceptibility gene 101 protein (Homo sapiens), Q99816; Fluorescence polarization, FITC-PTAP peptide / Tsg101 binding; 340,000 tested, under 10 active; active = well fitted inhibition curve with a large enough effect in the main read-out, with a control signal flat, not every such curve was filed as active; inconclusive = small, poorly fitted or top-dose-only effect, or effect the other way, or a change in a side signal; inactive = no such curve, though single readings can be large or run the other way; note: potency is the fitted concentration of half-maximal effect; % of control where 0% means no effect
# Target sequence (Q99816 whole entry, looked up): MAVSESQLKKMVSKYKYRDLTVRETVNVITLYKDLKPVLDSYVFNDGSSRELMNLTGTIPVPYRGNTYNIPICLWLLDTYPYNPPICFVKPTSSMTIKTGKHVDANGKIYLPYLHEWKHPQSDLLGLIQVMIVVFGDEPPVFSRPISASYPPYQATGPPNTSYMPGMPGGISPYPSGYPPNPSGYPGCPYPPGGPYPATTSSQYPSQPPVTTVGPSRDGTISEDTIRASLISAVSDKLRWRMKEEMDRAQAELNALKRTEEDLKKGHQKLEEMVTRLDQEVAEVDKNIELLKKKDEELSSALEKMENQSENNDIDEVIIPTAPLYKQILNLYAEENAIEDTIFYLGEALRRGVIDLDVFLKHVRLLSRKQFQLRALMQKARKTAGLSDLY
#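 Compounds were pin-transferred onto Tsg101 binding domain (10 uM final) in HEPES pH 7.5 buffer, then FITC-PTAP peptide was added at 50 nM final. After 20 min at RT, polarization reported peptide displacement across a qHTS concentration series.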
# Eya2 phos inh – qHTS Assay for Inhibitors of the Phosphatase Activity of Eya2 | Potency, µM (top dose mostly 76.9 µM), for the others: at the highest dose activity, negative = inhibition, usual class: inhibitors | 0.006% of 330,000 active | recombinant Eya2, OMFP fluorescence dephosphorylation (OMFP is methylfluorescein phosphate) | Protein phosphatase EYA2 (Homo sapiens), O00167; note: potency is the fitted concentration of half-maximal effect; % is set by controls: 0 for no effect and ±100 for the full control effect
#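 Eya2 protein (added as 0.2 uM solution) was preincubated with compound for 10 min at ambient temperature in 50 mM HEPES pH 7.5, 50 mM NaCl, 5 uM MgCl2, 0.05% BSA, 1 mM DTT. OMFP (added at 50 uM) then reacted 10 min; fluorescence read at 485/525 nm.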
# Mito fusion yeast – qHTS Assay for Small Molecule Inhibitors of Mitochondrial Division or Activators of Mitochondrial Fusion; S. cerevisiae fusion-defective mutant growth rescue, CellTiterGlo 48 h; Potency, µM (titrated, usually from 46.1 µM), without a hit: at the top dose growth rescue (activation), usual class: activators; 0.23% of 320,000 active;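 note: potency is the fitted concentration of half-maximal effect; % of control where 0% means no effect; nearly all actives have a fitted effect of over 45% in size; temperature-sensitive fusion mutants such as fzo1-1 at 37 °C on non-fermentable ethanol glycerol medium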
#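 Compounds are tested for their ability to restore growth of mitochondrial fusion-defective yeast strains at non-permissive 37C in YPEG medium over 48 hours. Viability is quantified by luciferase luminescence.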
# The depositor's hits bear a star; ? = inconclusive; . = no result given; [ ] = dose if it differs, or a comment. Unless noted, calls come from the whole dose curve; as a rule, active = well fitted curve in the direction sought with a large enough effect; inconclusive = small, poorly fitted or top-dose-only effect, or another doubt; inactive = no such curve, though single readings can be large; an effect the other way counts as inactive or inconclusive.
# Letters – A = BCR signal inh; B = ELG1 repair inh; C = TSHR antag; D = TCR activator; E = USP2a inh; F = Tb PFK block; G = uPA generation; H = B2AR arrestin; I = TSG101-PTAP inh; J = Eya2 phos inh; K = Mito fusion yeast
1	O=C1CC(c2ccccc2)=Nc2ccccc2N1
  A: -5%	B: ?	C: 2	D: .	E: 1%	F: -4%	G: 1%	H: 0.0%	I: 0%	J: -20%	K: 0%
2	COc1cccc(NC(=O)COC(=O)c2c(C)nn(-c3ccccc3)c2C)c1
  A: ?	B: ?	C: -5	D: -7%	E: 0%	F: 2%	G: 10%	H: -0.5%	I: -3%	J: 17%	K: 8%
3	O=C(O)c1cc(NN=Nc2cccc([N+](=O)[O-])c2)cc([N+](=O)[O-])c1
  A: 2%	B: -2%	C: -17	D: 8%	E: 1%	F: 2%	G: -16%	H: -0.2%	I: -7%	J: 16%	K: -2%
4	CCn1ccnc1CN(C)Cc1cn(-c2ccc(C)cc2)nc1-c1cccc(C)c1
  A: ?	B: -4%	C: 10	D: -9%	E: -2%	F: -2%	G: -2%	H: 3.2%	I: -2%	J: -2%	K: -26%
5	O=C(NCc1ccco1)c1cc2ccccc2o1
  A: -13%	B: ?	C: 5	D: 0%	E: -1%	F: 2%	G: 0%	H: -0.3%	I: -3%	J: -1%	K: -1%
6	Cc1noc(C)c1S(=O)(=O)Nc1ccc2c(c1)CC(=O)N([C@H](C)CO)C[C@H](C)[C@H](CN(C)S(=O)(=O)c1ccc(F)cc1)O2
  A: 0%	B: ?	C: 2	D: 2%	E: 5%	F: 2%	G: -2%	H: -0.2%	I: 1%	J: 4%	K: .
7	COc1cc(/C=C2/C(=O)N=C(N)N2C)cc(OC)c1OC
  A: ?	B: ?	C: -3	D: -2%	E: 1%	F: 5%	G: 3%	H: -0.3%	I: 0%	J: 1%	K: 0%
8	CN(CCCNC(=O)c1ccc(CS(=O)c2ccc(Br)cc2)o1)Cc1ccccc1 (configuration not stated)
  A: 2%	B: 1%	C: -6	D: 9%	E: 3%	F: 12%	G: 1%	H: 0.3%	I: 1%	J: 1%	K: -1%
9	CCn1c(Cn2nnc(-c3ccccc3)n2)nnc1SCc1ccc(Cl)c(Cl)c1
  A: ?	B: ?	C: 0	D: -7%	E: 2%	F: ?	G: -2%	H: 0.1%	I: -2%	J: -4%	K: ?
10	C=CCn1c(SCC(=O)c2c(N)n(C3CC3)c(=O)[nH]c2=O)nnc1-c1ccoc1C
  A: -6%	B: 2%	C: 14	D: 4%	E: 1%	F: -7%	G: 13%	H: -0.2%	I: -5%	J: 15%	K: -4%

# Later entries:
no. | compound | BCR signal inh | ELG1 repair inh | TSHR antag | TCR activator | USP2a inh | Tb PFK block | uPA generation | B2AR arrestin | TSG101-PTAP inh | Eya2 phos inh | Mito fusion yeast
11 | CC1CN(C(=O)COC(=O)[C@@H](NC(=O)c2ccccc2Cl)C(C)C)CC(C)O1 (some centres not stated) | 5% | 16% | 8 | 2% | 0% | -4% | 0% | ? | -2% | 4% | .
12 | O=C(NCc1ccccc1C(F)(F)F)c1cccc2c1C(=O)c1ccc(N3CCCCC3)cc1S2(=O)=O | -1% | ? | 20 | -5% | 1% | -1% | 6% | 0.0% | -1% | 0% | .
13 | COC(=O)CSc1nnc(-c2ccc(S(=O)(=O)N3CCCC3)cc2)o1 | -9% | 8% | -1 | -3% | 2% | -2% | 3% | 0.5% | -3% | -1% | 4%
14 | COc1ccccc1N(CC(O)COc1ccccc1C)S(=O)(=O)c1ccccc1 (configuration not stated) | 4% | ? | 4 | 0%[46.1 µM] | 1% | -1% | -4% | -2.5% | 1% | -3% | 15%
15 | COc1ccccc1NCCC(=O)OCC(=O)Nc1cccc(S(=O)(=O)N(C)C)c1 | ? | 5% | -8 | -4% | 0% | 7% | 16% | 3.8% | -11% | -2% | -2%
16 | CCOCCN1CCN(c2c(CC)c(C)nc3cc(-c4cc(OC)cc(OC)c4)nn23)CC1 | ? | 6.5µM* | -15 | 2%[46.1 µM] | -4% | 4% | -3% | -0.3% | -2% | -17% | -1%
17 | CCOc1ccc(CN(C)C(=O)CNC(=O)Cc2cccc3ccccc23)cc1 | 0% | -3% | -7 | 1% | -1% | 0% | -1% | 0.4% | 0% | 13% | 6%
18 | CN(C)Cc1c(C(=O)N/N=C/c2cccc(OCc3ccc(F)cc3)c2)nnn1-c1nonc1N | -6% | ? | 2 | 0% | -1% | -9% | 16% | -0.9% | -2% | 3% | -1%

# Quoted from the entries so far, 10 compounds:
no. | compound | BCR signal inh | ELG1 repair inh | TSHR antag | TCR activator | USP2a inh | Tb PFK block | uPA generation | B2AR arrestin | TSG101-PTAP inh | Eya2 phos inh | Mito fusion yeast
9 | CCn1c(Cn2nnc(-c3ccccc3)n2)nnc1SCc1ccc(Cl)c(Cl)c1 | ? | ? | 0 | -7% | 2% | ? | -2% | 0.1% | -2% | -4% | ?
10 | C=CCn1c(SCC(=O)c2c(N)n(C3CC3)c(=O)[nH]c2=O)nnc1-c1ccoc1C | -6% | 2% | 14 | 4% | 1% | -7% | 13% | -0.2% | -5% | 15% | -4%
11 | CC1CN(C(=O)COC(=O)[C@@H](NC(=O)c2ccccc2Cl)C(C)C)CC(C)O1 (some centres not stated) | 5% | 16% | 8 | 2% | 0% | -4% | 0% | ? | -2% | 4% | .
12 | O=C(NCc1ccccc1C(F)(F)F)c1cccc2c1C(=O)c1ccc(N3CCCCC3)cc1S2(=O)=O | -1% | ? | 20 | -5% | 1% | -1% | 6% | 0.0% | -1% | 0% | .
13 | COC(=O)CSc1nnc(-c2ccc(S(=O)(=O)N3CCCC3)cc2)o1 | -9% | 8% | -1 | -3% | 2% | -2% | 3% | 0.5% | -3% | -1% | 4%
14 | COc1ccccc1N(CC(O)COc1ccccc1C)S(=O)(=O)c1ccccc1 (configuration not stated) | 4% | ? | 4 | 0%[46.1 µM] | 1% | -1% | -4% | -2.5% | 1% | -3% | 15%
15 | COc1ccccc1NCCC(=O)OCC(=O)Nc1cccc(S(=O)(=O)N(C)C)c1 | ? | 5% | -8 | -4% | 0% | 7% | 16% | 3.8% | -11% | -2% | -2%
16 | CCOCCN1CCN(c2c(CC)c(C)nc3cc(-c4cc(OC)cc(OC)c4)nn23)CC1 | ? | 6.5µM* | -15 | 2%[46.1 µM] | -4% | 4% | -3% | -0.3% | -2% | -17% | -1%
17 | CCOc1ccc(CN(C)C(=O)CNC(=O)Cc2cccc3ccccc23)cc1 | 0% | -3% | -7 | 1% | -1% | 0% | -1% | 0.4% | 0% | 13% | 6%
18 | CN(C)Cc1c(C(=O)N/N=C/c2cccc(OCc3ccc(F)cc3)c2)nnn1-c1nonc1N | -6% | ? | 2 | 0% | -1% | -9% | 16% | -0.9% | -2% | 3% | -1%
